Wee1 degr inh – inhibitors of human Wee1 degradation | reporter increase, % at 5 µM | hit rate 1.2% among 220,000 | HeLa Luc-Wee1K328M stability, luciferase luminescence; 100% = proteasome inhibitor MG132 effect;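 active means activation above the mean of all tested compounds plus 3 SD, set per screening run, cut at about 8.8% in these data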;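 further: cells exposed to compound for 20 h before luminescence read; 0% = DMSO alone and 100% = MG132 at 30 µM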
PERK inh – human PERK inhibition, primary cell-based screen; CHO PERK-DD fusion, SEAP luminescence translation reporter; hit rate 0.17% among 220,000; inhibition, % at 5.6 µM; AID 1416; Q9NZJ5;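 active means inhibition above the mean inhibition of all tested compounds plus 3 SD, set separately per screening campaign, cut at about 2.9% in these data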;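 further: PERK kinase domain activated by AP20187 dimerizer at 100 nM; 0% = DMSO with dimerizer and 100% = rapamycin at 8.4 µM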
MDM2 E3 inh – Mdm2 E3 ligase (human) inhibition; cell-based MDM2 ubiquitination luciferase reporter, 2 h; 0 = plate control, 100 = twice control, blank-subtracted; signal enhancement, % at 5 µM; hit rate 0.11% among 210,000; AID 1230;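 active means signal enhancement of 30% or more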;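 further: luminescence tracks abundance of the self-degrading MDM2-luciferase fusion protein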
Target sequence (Q00987 whole entry, looked up, the tested form may be a part): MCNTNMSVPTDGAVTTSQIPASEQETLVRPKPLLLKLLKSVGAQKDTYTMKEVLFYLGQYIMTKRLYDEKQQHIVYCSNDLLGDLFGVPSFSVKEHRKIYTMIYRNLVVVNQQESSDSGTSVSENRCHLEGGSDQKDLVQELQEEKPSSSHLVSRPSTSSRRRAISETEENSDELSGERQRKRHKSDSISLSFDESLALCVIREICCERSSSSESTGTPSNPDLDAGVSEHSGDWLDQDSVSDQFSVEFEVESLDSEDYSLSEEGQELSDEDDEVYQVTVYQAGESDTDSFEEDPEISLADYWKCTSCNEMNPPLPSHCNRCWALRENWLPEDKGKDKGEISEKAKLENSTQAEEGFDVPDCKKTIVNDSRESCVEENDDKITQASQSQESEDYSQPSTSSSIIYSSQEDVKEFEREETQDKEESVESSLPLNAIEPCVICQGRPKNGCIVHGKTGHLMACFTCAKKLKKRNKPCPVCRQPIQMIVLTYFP
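Test system: mammalian cells stably expressing self-ubiquitinating, self-degrading MDM2 E3–luciferase fusion; Amount: 2000 cells in each well; Medium: DMEM; Schedule: 4 h settle plus 2 h compound, 37 °C; Technique: SteadyLite luciferase luminescence after 15 min room-temperature reagent incubation; Benchmarks: plate control and blank wells.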
Ba/F3 V617F tox – loss of viability in JAK2V617F-driven Ba/F3 cells; AID 1446; Ba/F3 EpoR-JAK2V617F viability, ATP luminescence; hit rate 1.1% among 220,000; inhibition, % at 5.6 µM;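 active means inhibition above the campaign mean plus 3 SD over all tested compounds, cut at about 24% in these data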;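 further: cytokine-independent growth of Ba/F3 cells driven by EpoR plus mutant JAK2; 0% = DMSO-treated cells and 100% = JAK inhibitor I control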
BaF3 parental – reduces parental Ba/F3 cell viability, JAK2V617F counter-screen. CellTiter-Glo ATP luminescence. inhibition, % at 5.6 µM. hit rate 1.1% among 220,000. AID 1486;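 active means inhibition above a per-campaign cutoff, the mean inhibition of all tested compounds plus 3 SD, cut at about 27% in these data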;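 further: 0% = DMSO wells and 100% = JAK Inhibitor I control wells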
NPY2 pot ag – human NPY-Y2 potentiation or agonism, primary screen | cells expressing NPY-Y2, potentiator/agonist read-out | P49146 | hit rate 0.45% among 220,000 | activation, % at 3.6 µM | AID 1359; in the data active means activation above about 27%;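 further: cells stimulated with NPY near EC25 plus isoproterenol at EC100; 0% = vehicle plus submaximal agonist and 100% = vehicle plus saturating agonist; some results beyond the cut were filed as inactive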
Target sequence (P49146 whole entry, looked up): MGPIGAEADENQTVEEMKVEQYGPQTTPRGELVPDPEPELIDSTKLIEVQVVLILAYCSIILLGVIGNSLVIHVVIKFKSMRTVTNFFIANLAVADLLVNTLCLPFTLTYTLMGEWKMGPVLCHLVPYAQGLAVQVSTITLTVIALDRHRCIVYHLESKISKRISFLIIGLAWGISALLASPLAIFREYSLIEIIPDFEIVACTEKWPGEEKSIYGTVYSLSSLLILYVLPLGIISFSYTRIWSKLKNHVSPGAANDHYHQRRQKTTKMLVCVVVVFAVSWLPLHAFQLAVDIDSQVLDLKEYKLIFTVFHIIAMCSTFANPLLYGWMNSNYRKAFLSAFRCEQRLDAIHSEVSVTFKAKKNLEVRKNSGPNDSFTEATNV
S1P4 agonist – human S1P4 receptor agonism. O95977. S1P4-expressing cell line, agonist reporter assay. activation, % at 4.98 µM. hit rate 0.35% among 220,000; in the data active means activation above about 11%;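 further: 0% = DMSO vehicle and 100% = reference agonist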
S1P4 antagonist – antagonists of human S1P4 receptor; O95977; S1P4-expressing cells, antagonist mode, reporter read-out; inhibition, % at 4.98 µM; hit rate 0.26% among 220,000; AID 1510; in the data active means inhibition above about 29%;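 further: 0% = wells stimulated with agonist and 100% = vehicle wells without agonist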
eIF4E 4G PPI – blocks eIF4E binding to eIF4G | P63073+Q04637 | TR-FRET eIF4E-eIF4GI(517-606) binding, 2 h | inhibition, % at 21.7 µM | hit rate 0.37% among 220,000;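 active means inhibition above about 30%, limit read from the data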;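 further: 0% = full FRET control wells and 100% = background wells lacking eIF4GI fragment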
An asterisk follows results filed as active; . = not tested or not shown; [ ] = another dose, or the depositor's remark. Hits appear at their usual frequency, and some 4.1% of all compounds hit somewhere here.

SMILES	Wee1 degr inh	PERK inh	MDM2 E3 inh	Ba/F3 V617F tox	BaF3 parental	NPY2 pot ag	S1P4 agonist	S1P4 antagonist	eIF4E 4G PPI
c1ccc(Nc2nc(NCc3ccco3)c3ccccc3n2)cc1	1	-0.9	2	8	6	10	0.6	1	5
COc1ccc(-n2cnnc2SCC(=O)Nc2cccnc2Cl)cc1	-1	-0.3	-45	2	5	-4	0.5	-19	2
Cc1ccccc1NC(=O)C1CCN(c2cnccn2)CC1	4	0.8	.	-2	-1	1	0.6	-4	4
CNC(=O)C1=C(C)Nc2nc3ccccc3n2C1c1cccc(OC)c1 (stereo not drawn)	0	0.8	-4	-3	6	5	0.2	-43	5[fluorescence artefact?]
CCOC(=O)c1c(C)[nH]c(C(=O)OCc2c(C)noc2C)c1C	-2	-0.8	-27	2	3	-20	-0.8	1	1
Cc1cc(C)cc(N(CC(=O)Nc2ccccc2)C2=NC3CS(=O)(=O)CC3S2)c1 (stereo not drawn)	-1	-0.9	-1	-1	1	3	-1.1	8	-1
CCOc1[nH]n(-c2ccccc2)c(=O)c1C=Nc1ccccc1	-2	0.0	-8	2	3	-15	-1.0	-10	4
CN1CCN(Cc2nc3c(c(=O)n(C)c(=O)n3C)n2Cc2cccc3ccccc23)CC1	-1	-0.9	.	2	8	2	-2.1	-18	6[fluorescence artefact?]
CN1CCCN(C(=O)Cc2c(Cl)cccc2Cl)c2nc3ccccc3nc21	-1	-1.9	-11	5	9	-1	0.1	-15	4
Cc1ccc(N=Nc2c(C)[nH][nH]c2=O)c(C)c1	5	0.6	12	-5	0	3	-3.4	-10	1[fluorescence artefact?]
Cc1nc(SCC(N)=O)[nH]c(=O)c1CCC(C)C	-1	0.9	-6	5	7	-1	-3.0	14	-12
CCOc1ncccc1C(=O)OCC(=O)c1ccc[nH]1	-4	0.9	-10	-4	-3	9	0.9	-10	-1
O=C(Nc1ccccc1)/C(=C\c1cccs1)NC(=O)c1ccccc1	-1	0.1	2	-2	6	-9	0.9	-23	8
Cc1cc(C(=O)N/N=C/c2cc(Cl)cc([N+](=O)[O-])c2O)c2ccccc2n1	-3	-0.8	8	1	6	2	-0.5	3	1
Fc1ccc(-c2nc3c(Cl)cc(C(F)(F)F)cn3c2Cl)cc1	-2	0.0	-9	1	7	-3	-0.2	-22	-7
O=C(CC1NCCN(Cc2ccccc2)C1=O)Nc1ccccc1 (stereo not drawn)	0	1.9	-3	-1	-6	-8	0.2	15	-4
Cc1ccc(OCC(=O)N2CCN(C(=O)c3ccncc3)CC2)cc1	-3	-0.3	7	1	3	-14	1.0	-13	-1
CCC/C=C(\CCC)C(NS(=O)(=O)c1ccc(C(F)(F)F)cc1)c1ccccc1 (stereo not drawn)	-3	-0.6	.	3	0	3	0.2	14	-9
CCc1ccc2nc3c(c(C(=O)O)c2c1)CCC3	1	2.2	-19	0	5	-4	1.0	-2	1[fluorescence artefact?]
COc1ccccc1NS(=O)(=O)c1cc(NC(=O)C2CCCC2)ccc1N1CCOCC1	1	0.5	-9	4	12	9	2.9	-3	4
Cc1noc(C)c1COc1ccc(C(=O)OC(C)C(=O)Nc2ccc(N3CCOCC3)cc2)cc1 (stereo not drawn)	2	-0.2	-16	-4	2	1	-4.1	-6	1
Cc1ccccc1-c1nc(SCc2cccnc2)c2c(=O)n(C)c(=O)n(C)c2n1	2	0.9	-2	-3	-1	-2	0.3	-19	2
CC(C)C[C@H](NC(=O)OC(C)(C)C)C(=O)N/N=C/c1ccc2nccnc2c1	2	-0.7	-12	-5	0	-4	-1.9	7	2
CCn1c(SCC(=O)Nc2sc3c(c2C#N)CCCC3)nnc1-c1ccco1	0	-1.2	-26	5	5	-31	-0.8	-1	3
C=CCc1cc(C=O)cc(OC)c1OCc1c(Cl)cccc1Cl	1	0.4	-19	-1	10	0	2.1	-24	3
Cc1cc(C)c(C)c(S(=O)(=O)N2CCC(C(=O)OCC(=O)N3c4ccccc4NC(=O)C3(C)C)CC2)c1C	3	0.4	.	-4	2	10	-3.0	-26	4[fluorescence artefact?]
O=C(COc1ccc(Cl)cc1Cl)NCCCN1CCOCC1	-2	-0.5	-6	3	7	3	1.1	-12	1
O=S(=O)([N-]c1nc2ccccc2nc1-[n+]1ccc(Cc2ccccc2)cc1)c1ccc(Br)s1	0	-1.4	-18	1	4	-4	2.6	15	-3
O=C(COC(=O)C1(c2cccc(F)c2)CCCC1)NCc1ccc2c(c1)OCO2	-3	0.1	-14	-1	0	6	2.8	-11	4[fluorescence artefact?]
COc1ccccc1NC(=O)CC1S/C(=N/N=C2\CCCc3ccccc32)NC1=O (stereo not drawn)	1	-0.1	-10	6	10	-33	-1.7	6	1
O[C@@H](CNC[C@H](O)c1ccccc1)c1ccccc1	-3	1.2	-3	-1	0	-3	-1.6	-10	1
CCN(C(=O)C1CCCCC1)c1nnc(-c2cccnc2)s1	1	-0.2	-8	0	5	14	-0.5	-8	1
CC(=O)Nc1ccc(S(=O)(=O)C(C#N)c2nc3ccccc3nc2NCCN2CCOCC2)cc1 (stereo not drawn)	-2	1.0	-6	0	4	-2	0.8	-5	-5
c1ccc(Cc2noc(CN3CCN(CCOc4ccccc4)CC3)n2)cc1	6	0.2	-7	-1	8	-17	0.4	-12	-1
O=C(CS(=O)(=O)c1ccccc1)Nc1ccccn1	3	-0.4	-20	3	9	-17	-0.4	-9	2
O=C(Nc1ccccn1)C1(c2cccs2)CCOCC1	-2	1.0	-54	1	4	-1	0.0	-2	1[fluorescence artefact?]
Cc1cccc(C)c1C(=NCCCN(C)C)c1ccccc1	-3	-1.0	-1	1	4	-18	-0.5	-24	-7
C=CCNC(=S)N(Cc1ccccc1)Cc1ccccc1	3	0.7	6	0	6	10	0.9	-11	0
COc1ccc(CC(=O)Nc2ccc3c(c2)CCC3)cc1S(=O)(=O)N1CCOCC1	0	-0.2	-11	1	9	4	-3.9	1	-3
COc1ccc2c(=O)c(-c3ccccc3)coc2c1	9.9*	0.4	-20	-3	-1	11	-0.4	9	2
COc1ccc(Cn2c(=O)[nH]c3cc(C(=O)NC4CCCC4)ccc3c2=O)cc1	1	-0.5	-34	6	4	-7	-2.1	-27	4
Cc1ccc(NC(=O)C2C3CCCC2C3c2ccccc2)cc1C (stereo not drawn)	2	0.4	-10	-2	-2	-1	1.4	-4	-3[fluorescence artefact?]
Cc1ccc(-c2nnn(CC(=O)N3CCC(C)CC3)n2)o1	-1	0.1	-1	-4	4	-5	-6.6	-12	-1
CCOC(=O)c1c(C)[nH]c(C)c1C(=O)CSc1nncs1	-2	0.2	-8	-2	5	7	0.9	0	-2
O=C(CCn1c(=O)oc2ccccc21)N1CCN(C(c2ccccc2)c2ccccc2)CC1	5	-0.1	5	0	9	-16	-0.2	-2	6
COc1ccc(C(=O)Nn2cnc3ccccc3c2=O)c(OC)c1	-1	0.1	-17	1	4	-6	1.6	-10	16[fluorescence artefact?]
O=C(O)CCn1cc(/C=C2/NC(=S)N(c3ccccc3)C2=O)c(-c2ccccc2)n1	-2	0.8	4	-3	1	14	0.3	-10	-2
COc1ccc(C(=O)Nc2cc(C(C)=O)c(/C=C/N(C)C)oc2=O)cc1	-2	0.1	-5	-5	-1	8	1.1	-7	2[fluorescence artefact?]
S=C1NC(c2ccccc2)=NCN1c1ccc(Br)cc1	3	-1.1	-18	-3	5	-1	-0.4	-6	1
O=C(NCC(=O)N(Cc1ccccc1)C(C(=O)NC1CCCC1)c1ccco1)c1ccco1 (stereo not drawn)	1	-0.9	-5	-5	1	13	-1.9	1	2
COc1ccc(-c2cc(-c3ccccc3)nc(=O)[nH]2)cc1	0	1.3	.	2	-5	-11	0.5	-10	3
O=C(CSc1nnc(Cn2nnc3ccccc32)o1)N(Cc1ccc(F)cc1)c1ccccc1	-1	-0.4	1	9	41*	3	0.6	-23	1
O=C(NCCc1ccccc1)N1c2ccccc2Sc2ccccc21	-3	0.5	2	-1	1	2	1.8	1	0
O=C(Cc1cn2ccsc2n1)OCc1nc2ccccc2s1	5	-0.7	-15	2	0	-10	-3.2	9	-9
C=CCc1c(C)nc(N)[nH]c1=O	-1	0.7	6	-3	-2	-19	3.1	-2	1
CC(C)(C)NC(=O)CN(C(=O)CN1C(=O)C(=O)c2ccccc21)C(C)(C)C	-1	-0.6	-9	1	3	-9	-0.1	-18	1
COc1ccc(C(=O)NCC(O)COc2ccc(C(C)(C)C)cc2)cc1[N+](=O)[O-] (stereo not drawn)	1	-0.2	7	-2	4	11	1.3	-22	15
Cc1ccc(-n2nc(C)c3c(C)onc3c2=O)cc1	3	0.9	4	-3	-2	0	-0.5	14	4
CS(=O)(=O)N(CC(=O)N1CCCCCC1)c1ccc(Br)cc1	0	-0.8	-16	-5	0	12	1.6	-4	3
Cc1ccc(-c2nn(C)c(=O)c3ccccc23)cc1S(=O)(=O)N1CCOCC1	-2	-0.6	0	-1	2	15	0.5	-10	0

Structural class, those above containing a CF3 group
SMILES	Wee1 degr inh	PERK inh	MDM2 E3 inh	Ba/F3 V617F tox	BaF3 parental	NPY2 pot ag	S1P4 agonist	S1P4 antagonist	eIF4E 4G PPI
Fc1ccc(-c2nc3c(Cl)cc(C(F)(F)F)cn3c2Cl)cc1	-2	0.0	-9	1	7	-3	-0.2	-22	-7
CCC/C=C(\CCC)C(NS(=O)(=O)c1ccc(C(F)(F)F)cc1)c1ccccc1 (stereo not drawn)	-3	-0.6	.	3	0	3	0.2	14	-9

Remaining list, next part:
SMILES	Wee1 degr inh	PERK inh	MDM2 E3 inh	Ba/F3 V617F tox	BaF3 parental	NPY2 pot ag	S1P4 agonist	S1P4 antagonist	eIF4E 4G PPI
COC(=O)CN1C(=S)N(c2ccc(OC)cc2)C(=O)/C1=C/c1cccs1	-2	-0.2	-5	2	-1	6	0.8	-18	3
Cc1coc(=N)n1CC(=O)c1ccc(Cl)cc1	0	1.0	-10	2	6	-12	-0.4	16	4
Cc1sc2nc(C)n(/N=C/c3ccc(O)cc3O)c(=O)c2c1C	-5	-0.4	-14	0	3	-15	1.0	-18	0
O=C(OCCN1CCCCC1)c1ccc(Cl)cc1	3	-0.1	0	-2	4	0	-2.4	4	-12
CC(C)NC(=O)/C(C#N)=C/c1ccc(N(C)C)o1	0	1.5	-1	3	-6	12	-0.8	13	6
COc1ccc(/C=N/NC(=O)c2cccc(OC(F)(F)C(F)F)c2)c(OC)c1OC	2	-0.6	12	-5	2	6	-0.6	17	10
Cc1nc(Nc2ccc(O)cc2)c2c3c(sc2n1)CCCC3	4	0.4	-16	-1	1	4	0.6	1	9
CCc1n[nH]c(=S)n1/N=C/c1ccc2c(c1)OCO2	0	0.7	0	-2	6	-15	-0.6	-15	-6
Cc1nc(-c2ccccc2)cn2c1nc1ccccc12	2	-0.5	-25	6	7	-12	0.5	-15	-18
CS(=O)(=O)n1nc(NCc2cccs2)nc1NCc1cccs1	3	1.4	-19	-1	7	3	-0.8	-23	2
COc1cc(/C=c2\s/c(=C\C(=O)C(C)(C)C)[nH]c2=O)cc(OC)c1OC	3	-1.5	-84	5	4	-8	-0.8	-28	1
CN1CCN(C(=O)c2ccc(N(C)S(=O)(=O)c3cccs3)cc2)CC1	1	0.6	1	0	11	-16	0.4	-14	-1
O=C(NCC(=O)N(c1ccc(F)cc1)C(C(=O)NCC1CCCO1)c1ccccc1)c1ccco1 (stereo not drawn)	1	-0.1	-30	-2	0	8	-1.3	-18	6
Cc1ccn2c(CNCCn3cccn3)c(C(=O)N3CCCCCC3)nc2c1	1	0.8	2	-5	1	-17	1.8	5	2

Screens from PubChem BioAssay.
